Screens: PubChem BioAssay, several laboratories
PfHsp40 yeast: rescue of PfHsp40-mediated yeast toxicity | S. cerevisiae expressing PfHsp40, growth rescue, ATP luminescence | growth rescue, % at 12.5 µM | actives 0.68% (n = 340,000) | AID 504582; in the data active = growth rescue above about 28%, passing the limit was not always enough; inconclusive = no clear call, values can overlap the other calls;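 note: yeast W303a lacking pdr1 and pdr3 grown in galactose medium; growth measured after three days at 30 °C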
Mtb UGM inh: Mtb UDP-galactopyranose mutase inhibition; P9WIQ1; purified UGM, fluorescence polarization probe displacement; inhibition, % at 10 µM; actives 0.06% (n = 320,000); in the data active = inhibition above about 10%, passing the limit was not always enough; inconclusive = no clear call, values can overlap the other calls
GDH-TPI counter: inhibits GDH-TPI coupling enzymes, artifact for Mtb FBA screen. GDH-TPI coupled enzyme counterscreen, NADH absorbance. inhibition, % at 4.8 µM. actives 1.2% (n = 360,000). AID 588335; in the data active = inhibition above about 30%;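 note: 0% = DMSO wells and 100% = wells lacking the enzyme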
FadD28 binding: blocks FadD28 binding to the bisubstrate probe; actives 0.22% (n = 360,000); inhibition, % at 12.5 µM; fluorescence polarization; AID 588549; in the data active = inhibition above about 8.5%, passing the limit was not always enough; inconclusive = no clear call, values can overlap the other calls
Anthrax LF inh2: inhibitors of Bacillus anthracis lethal factor protease | inhibition, % at 10 µM | P15917 | multiplex microsphere protease cleavage assay, LF | AID 588501 | actives 0.12% (n = 360,000); note: plate controls were buffer without enzyme for full effect and enzyme alone for no effect
Target sequence (P15917 whole entry, looked up): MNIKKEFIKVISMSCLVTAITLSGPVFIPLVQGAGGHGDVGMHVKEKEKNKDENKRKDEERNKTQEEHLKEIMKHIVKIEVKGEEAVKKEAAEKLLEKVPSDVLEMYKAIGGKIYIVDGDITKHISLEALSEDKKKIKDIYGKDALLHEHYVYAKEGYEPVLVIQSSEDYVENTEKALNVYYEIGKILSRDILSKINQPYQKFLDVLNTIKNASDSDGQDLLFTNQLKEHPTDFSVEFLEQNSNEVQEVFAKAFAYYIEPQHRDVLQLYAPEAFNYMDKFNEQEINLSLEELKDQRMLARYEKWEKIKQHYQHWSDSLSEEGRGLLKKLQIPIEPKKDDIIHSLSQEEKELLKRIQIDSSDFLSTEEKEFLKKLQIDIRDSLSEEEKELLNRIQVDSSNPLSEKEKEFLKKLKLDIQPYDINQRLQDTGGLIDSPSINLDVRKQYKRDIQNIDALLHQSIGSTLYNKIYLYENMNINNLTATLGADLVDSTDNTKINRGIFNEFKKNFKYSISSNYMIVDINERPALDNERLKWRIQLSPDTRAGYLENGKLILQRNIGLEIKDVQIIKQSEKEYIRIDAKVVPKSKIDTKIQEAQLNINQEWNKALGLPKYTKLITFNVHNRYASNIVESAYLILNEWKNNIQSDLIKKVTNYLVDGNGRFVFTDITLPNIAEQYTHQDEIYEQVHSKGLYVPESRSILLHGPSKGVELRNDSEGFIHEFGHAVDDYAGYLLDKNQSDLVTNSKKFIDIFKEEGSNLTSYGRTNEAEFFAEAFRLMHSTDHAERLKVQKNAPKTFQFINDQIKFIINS
FBA Mtb inh: Mtb fructose-bisphosphate aldolase inhibition; purified M. tuberculosis FBA, fluorescence read-out; inhibition, % at 1 µM; actives 2.3% (n = 360,000); in the data active = inhibition above about 27%;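 note: 0% = vehicle and 100% = reference inhibitor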
BoNT-F LC inh: inhibitors of Botulinum neurotoxin F light chain protease. inhibition, % at 10 µM. Multiplex microsphere protease cleavage assay, flow cytometry. AID 588497. actives 0.22% (n = 360,000); in the data active = inhibition above about 35%, passing the limit was not always enough; inconclusive = no clear call, values can overlap the other calls; note: plate controls were buffer without enzyme for full effect and enzyme alone for no effect
BoNT A protease: BoNT A light chain protease inhibition. multiplex microsphere protease substrate cleavage, flow cytometry. inhibition, % at 10 µM. actives 0.17% (n = 360,000). AID 588499; note: plate controls were buffer without enzyme for full effect and enzyme alone for no effect
BioA inh: BioA (M. tuberculosis) enzyme inhibition; purified M. tuberculosis BioA enzyme, plate reader; inhibition, % at 9.99 µM; actives 0.096% (n = 360,000); AID 602481; in the data active = inhibition above about 40%; inconclusive = no clear call, values can overlap the other calls
An asterisk follows results filed as active; u = inconclusive; x = no result given; & = joins results of further samples. Cut-off read from the data, not from the text of the source, unless noted: active = inhibition above about 30%; inconclusive = no clear call, values can overlap the other calls; inactive = below that.

SMILES	PfHsp40 yeast	Mtb UGM inh	GDH-TPI counter	FadD28 binding	Anthrax LF inh2	FBA Mtb inh	BoNT-F LC inh	BoNT A protease	BioA inh
CCOc1ccc(-c2nc(CSCC(=O)NCCCN3CCCC3=O)c(C)o2)cc1	-0.5	1.2	-7	-2.7	2	8	2	1.0	0.8
O=C(N/N=C/c1cn(-c2ccccc2)nc1-c1ccc(F)cc1)c1ccc(Br)o1	-1.5	3.4	20	1.1	-1	7	-8	0.2	-2.0
COc1ccc(Nc2nc(N)nc(CSC(=S)N3CCN(C)CC3)n2)cc1	-1.4	3.0	-7	-2.5	1	-1	0	-0.3	-0.6
CCCCOc1cccc(C(=O)NC(=S)Nc2ccc(Cl)c(C(=O)O)c2)c1	-0.1	5.4	-3	-6.2	0	-3	-4	-1.0	2.4
O=C(N1CCOCC1)N1CCN(S(=O)(=O)N2CCCCC2)CC1	-0.8	-0.4	-3	-3.9	0	2	-3	0.1	-1.0
CC(=O)N1C[C@H]2CON(C)[C@H]2C[C@H]1c1cccc(N2CCOCC2)c1	x	x	10	-1.7	0	4	3	0.1	-2.4
CC1CCCCN1C(=O)N[C@@H](Cc1ccccc1)C(=O)O (stereo partly specified)	-0.4	1.8	12	1.1	0	4	3	0.1	-1.7
Cc1ccc2c(c1)N(C(=O)NC1CCCCC1)C(C)(C)CC2C (stereo unspecified)	0.2	3.9	-7	u	-2	-1	-5	-0.3	-2.1
COCc1cc(C)nc(SCC(=O)NC2CCCCC2C)c1C#N (stereo unspecified)	0.4	0.5	-6	-3.2	2	-2	-2	2.7	0.1
Cc1ccc(S(=O)(=O)N2CCN(C(=O)c3cc(=O)[nH]c4ccccc34)CC2)c(C)c1	0.8	2.6	10	-2.5	1	4	-8	-0.4	0.3

Given with bars between the fields: entries from further up
Molecule | PfHsp40 yeast | Mtb UGM inh | GDH-TPI counter | FadD28 binding | Anthrax LF inh2 | FBA Mtb inh | BoNT-F LC inh | BoNT A protease | BioA inh
CC1CCCCN1C(=O)N[C@@H](Cc1ccccc1)C(=O)O (stereo partly specified) | -0.4 | 1.8 | 12 | 1.1 | 0 | 4 | 3 | 0.1 | -1.7
CCOc1ccc(-c2nc(CSCC(=O)NCCCN3CCCC3=O)c(C)o2)cc1 | -0.5 | 1.2 | -7 | -2.7 | 2 | 8 | 2 | 1.0 | 0.8
COCc1cc(C)nc(SCC(=O)NC2CCCCC2C)c1C#N (stereo unspecified) | 0.4 | 0.5 | -6 | -3.2 | 2 | -2 | -2 | 2.7 | 0.1
CC(=O)N1C[C@H]2CON(C)[C@H]2C[C@H]1c1cccc(N2CCOCC2)c1 | x | x | 10 | -1.7 | 0 | 4 | 3 | 0.1 | -2.4
COc1ccc(Nc2nc(N)nc(CSC(=S)N3CCN(C)CC3)n2)cc1 | -1.4 | 3.0 | -7 | -2.5 | 1 | -1 | 0 | -0.3 | -0.6

More structures:
SMILES	PfHsp40 yeast	Mtb UGM inh	GDH-TPI counter	FadD28 binding	Anthrax LF inh2	FBA Mtb inh	BoNT-F LC inh	BoNT A protease	BioA inh
C#Cc1cccc(NC(=O)c2ccc3c(c2)C(=O)N(Cc2cccnc2)C3=O)c1	-1.2	-1.7	11	-1.0	0	2	2	-0.5	13
COc1cc(OC)cc(-c2c(-c3cccs3)c3cc(-c4ccn[nH]4)ccc3n2C)c1	-0.3	2.4	24	-2.5	8	19	0	3.2	-0.7
Cc1nnc(NN2CCOCC2)[nH]c1=O	-1.0	-0.3	6	-1.8	0	0	5	-1.4	-2.3
O=C1CC(C(=O)Nc2ccccc2)N=C(N2CCOCC2)N1 (stereo unspecified)	0.4	0.3	0	0.3	-1	-1	-5	-0.8	x
COc1ccc(CN2CCCC(C(=O)Nc3cccc(-n4cnnn4)c3)C2)c(C)c1C (stereo unspecified)	-1.2	2.6	-1	-6.5	-6	-1	-12	-3.5	-0.7
O=C(CCN1CCOCC1)Nc1ccccc1	-0.2	0.0	-6	-2.1	0	-4	-16	0.3	0.2
O=C(C1=C[C@H](c2ccc3c(c2)OCO3)C[C@H](OCc2ccc(CO)cc2)O1)N1CCN(Cc2ccc3c(c2)OCO3)CC1	-0.4	3.8	4	-5.5	2	1	0	-0.6	-2.1&-0.4&0.0
O=C(COc1cc2oc(=O)c3c(c2cc1Cl)CCC3)Nc1cccnc1	0.7	-1.0	8	-0.3	-2	2	-4	-2.0	-1.9
CC(=O)N1N=C(c2ccc(NS(C)(=O)=O)cc2)CC1c1ccc2nccnc2c1 (stereo unspecified)	-0.4	-0.4	22	-0.2	2	2	1	-0.3	x
COc1ccc(C(C(=O)NC2CCCC2)N(Cc2ccccc2)C(=O)c2nsc(Cl)c2Cl)cc1 (stereo unspecified)	2.9	2.0	6	-0.8	-7	1	-11	-0.4	2.8

Complete entries, looked up by structure.
`O=C(COc1cc2oc(=O)c3c(c2cc1Cl)CCC3)Nc1cccnc1` is entered as PfHsp40 yeast: 0.7; Mtb UGM inh: -1.0; GDH-TPI counter: 8; FadD28 binding: -0.3; Anthrax LF inh2: -2; FBA Mtb inh: 2; BoNT-F LC inh: -4; BoNT A protease: -2.0; BioA inh: -1.9
`O=C(C1=C[C@H](c2ccc3c(c2)OCO3)C[C@H](OCc2ccc(CO)cc2)O1)N1CCN(Cc2ccc3c(c2)OCO3)CC1` is entered as PfHsp40 yeast: -0.4; Mtb UGM inh: 3.8; GDH-TPI counter: 4; FadD28 binding: -5.5; Anthrax LF inh2: 2; FBA Mtb inh: 1; BoNT-F LC inh: 0; BoNT A protease: -0.6; BioA inh: -2.1&-0.4&0.0

Next section.
SMILES	PfHsp40 yeast	Mtb UGM inh	GDH-TPI counter	FadD28 binding	Anthrax LF inh2	FBA Mtb inh	BoNT-F LC inh	BoNT A protease	BioA inh
O=C(COC(=O)c1cc([N+](=O)[O-])ccc1N1CCOCC1)c1ccc(OC(F)F)cc1OC(F)F	-1.2	-4.7	-1	-1.6	1	-3	-9	-0.9	x
CCN(CC)S(=O)(=O)c1cccc(NN=c2c(=O)c3ccccc3c2=O)c1	-1.6	0.2	11	0.1	0	3	-6	-0.8	-0.8
Cc1nn(Cc2ccc(Cl)cc2Cl)c(C)c1NC(=O)c1ccc(COc2cc(Cl)ccc2Cl)o1	-0.3	4.1	-5	-0.4	-6	1	-18	-0.5	-0.5
CC(C)OCCCNC(=O)CCc1nc(-c2ccccc2)no1	0.2	-2.3	-9	-3.0	-9	4	-5	0.5	1.0
CC(=O)N1c2ccc(S(=O)(=O)N3CCC(C(=O)NCc4ccc(C)cc4)CC3)cc2CC1C (stereo unspecified)	0.2	-0.6	-1	-0.8	2	0	3	0.3	-0.7
Cc1nn(C)cc1CN(C)C(=O)C1CCC(=O)N(CCc2cccc(F)c2)C1 (stereo unspecified)	x	x	6	-0.6	-3	-1	-8	-0.6	-0.1
O=c1[nH]c(Cc2ccccn2)nc2scc(-c3ccc(Cl)cc3)c12	-0.9	4.0	3	-1.0	0	0	-2	-0.1	-4.5
Cc1ccc(C)c(CN2C(=O)C(C)Oc3ccc(C)cc32)c1 (stereo unspecified)	1.1	-1.4	10	-0.2	-2	-1	-2	0.8	-1.1
O=C(CSc1ncccn1)Nc1cccc2ccccc12	-0.8	-2.7	8	-1.7	-2	3	-9	-1.4	3.8
COc1ccc(N(CC(=O)N/N=C/c2cc(Br)c(C)o2)S(=O)(=O)c2ccc(NC(C)=O)cc2)cc1	0.1	1.2	11	-1.0	0	0	1	0.0	x
O=C(Nc1cc(-c2ccccc2)nn1-c1ccccc1)c1ccccc1F	3.3	3.8	5	1.0	-4	-2	5	-0.1	-0.9
O=C(COc1ccc([N+](=O)[O-])cc1)Nc1ccc(N2CCN(C(=O)c3ccco3)CC2)cc1	-1.9	3.7	10	1.0	10	0	-5	1.6	-1.1
O=C(O)CSCC(=O)N1CCN(S(=O)(=O)c2cc(Cl)cc(Cl)c2)CC1	-0.4	1.6	2	-0.7	14	-3	u	0.3	x
CCN(CC)C(=O)COc1cc(C)cc2oc(=O)cc(-c3ccccc3)c12	0.8	-1.3	0	-3.1	1	2	5	0.0	2.2
CCOC(=O)N1CCC(NC(=O)c2ccc3c(=O)n4c(nc3c2)CCCC4)CC1	0.1	-4.9	-1	-2.3	-10	1	-51	-3.9	-1.1
O=C(CSc1nnc(-c2ccccc2O)o1)Oc1ccc(Br)cc1	-1.1	0.3	4	-2.3	-3	0	12	0.0	-0.6
CCN(CC)c1ccc2cc(C#N)c(=O)oc2c1	-0.2	2.0	-3	-3.2	-2	-5	5	-0.1	x
Cc1cnc(NC(=O)CSc2nnc(-c3cccs3)n2C)s1	0.6	0.6	7	0.1	0	0	1	1.3	-2.1
COc1ccc(CCNC(=O)COc2cc(=O)n(C)c3ccccc23)cc1OC	-0.5	-2.4	0	-2.5	-2	-2	-3	-0.4	x
Cc1ccc2oc(-c3cc(NC(=O)c4ncn[nH]4)ccc3O)nc2c1	-0.4	2.9	7	-5.2	-5	0	1	-1.6	-1.6
O=C(O)c1cccnc1SCc1cn2cc(Cl)ccc2n1	2.7	4.1	-6	-1.5	-4	2	-1	-0.5	0.4
Cn1cc(Br)c(C(=O)NNC(=O)c2ccc(Br)cc2)n1	-2.1	-0.5	8	1.2	-1	6	0	-0.8	x
NC(=O)c1c(NC(NC(=O)c2ccco2)C(=O)c2ccc(Cl)cc2)sc2c1CCCC2 (stereo unspecified)	1.9	4.3	12	-0.7	-1	-1	2	0.8	-1.7
CCOC(=O)C1=C(C)NC2=C(C(=O)CC(c3cccs3)C2)C1c1cccs1 (stereo unspecified)	1.1	2.9	4	-1.6	3	11	-25	-1.4	2.6
COCCCNC(=S)Nc1ccc(C)cc1	0.2	-1.5	-3	-1.9	-8	-1	u	u	x
Cc1ccc(-n2c(=O)c3sccc3n(CC(=O)N3CCCC3)c2=O)cc1	-0.5	2.9	-2	-2.6	1	1	1	-0.6	0.1
CCC(=NCc1cccnc1)c1c(O)n(-c2ccc(Cl)cc2)c(=O)[nH]c1=O	-0.8	0.1	0	-1.1	-10	1	-8	0.0	x
CCN(CC)c1ncc(C#N)c(N)n1	x	-0.1	-1	-2.4	0	0	7	-0.3	-2.1
O=C(Nc1nnc(-c2ccccc2F)s1)C1CCN(S(=O)(=O)c2ccc(Cl)cc2)CC1	0.8	x	-1	-0.4	0	2	-2	0.3	x
NC(=O)C1=C[C@@H](c2ccc(C(F)(F)F)cc2)C[C@@H](OCCCCO)O1	-0.9	-0.4	-3	-3.5	1	2	-1	-0.1	3.7
N#CCCN(C(=O)COC(=O)C1CCN(S(=O)(=O)c2ccccc2C(F)(F)F)CC1)c1ccccc1	1.4	x	-9	-3.1	0	1	2	-0.3	-2.8
Cc1c(O)nc(SC2CC(=O)N(c3ccccc3)C2=O)[nH]c1=O (stereo unspecified)	0.4	0.1	8	-3.6	-4	-4	17	-0.5	-1.4
